From PubChem
CRFR2-BP ag – agonists of CRF-BP/CRF-R2 complex, primary screen, cell-based, HEK293, calcium dye fluorescence, uHTS. CRF-binding protein / CRF receptor 2 complex (human). calcium dye fluorescence (FLIPR); percent of saturating CRF peptide response. activation, % at 13.2 µM. 350,000 compounds, 0.46% hits. AID 588473, 2011;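 active means activation of at least 50%, plus an integration ratio under a set limit after plate pattern correction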;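 further: plate controls were neutral control wells without compound for no effect and CRF at EC100 for full effect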
CRFR2-BP antag – antagonists of CRF-BP/CRF-R2 complex, primary screen, cell-based, HEK293, calcium dye fluorescence, uHTS; CRF-induced calcium fluorescence; inhibition, % at 11.8 µM; 350,000 compounds, 0.59% hits; AID 588475, 2011;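 active means inhibition of the ligand-induced calcium signal above about 50% at the single tested concentration, limit read from the data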
CHRM4 antagonist – human M4 muscarinic receptor antagonists, primary screen, CHO cells, Fluo-8 calcium fluorescence; Muscarinic acetylcholine receptor M4 (Homo sapiens), P08173; CHO-hM4 cells, ACh EC80; inhibition, % at 3 µM; 360,000 compounds, 0.73% hits; AID 624125, 2012;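 active means inhibition above its plate's cutoff, the mean inhibition of sample wells plus 3 SD, cut at about 27% in these data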;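 further: 0% = acetylcholine EC80 with DMSO and 100% = DMSO without agonist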
Target sequence (P08173 whole entry, looked up): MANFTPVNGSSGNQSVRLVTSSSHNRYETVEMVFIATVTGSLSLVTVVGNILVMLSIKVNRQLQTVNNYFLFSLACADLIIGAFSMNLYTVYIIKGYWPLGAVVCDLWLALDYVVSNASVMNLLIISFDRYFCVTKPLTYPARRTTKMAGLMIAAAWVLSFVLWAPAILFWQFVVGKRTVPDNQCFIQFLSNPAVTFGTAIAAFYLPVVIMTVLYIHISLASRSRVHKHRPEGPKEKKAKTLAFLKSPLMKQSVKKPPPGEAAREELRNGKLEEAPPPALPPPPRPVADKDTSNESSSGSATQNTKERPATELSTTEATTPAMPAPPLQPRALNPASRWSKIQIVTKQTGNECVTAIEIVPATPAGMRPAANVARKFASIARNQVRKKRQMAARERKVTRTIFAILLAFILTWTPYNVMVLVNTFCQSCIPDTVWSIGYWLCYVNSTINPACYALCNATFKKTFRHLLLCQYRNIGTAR
IDE cell inh – human IDE inhibitors in live cells, primary screen, fluorescence polarization, HEK cells, FAbetaB substrate. FAbetaB cleavage. inhibition, % at 5.59 µM. Insulin-degrading enzyme (Homo sapiens), P14735. 320,000 compounds, 0.41% hits;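 active means percent inhibition above the average of all tested compounds plus 3 SD, set per screening campaign, cut at about 16% in these data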;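 further: IDE supplied by intact live HEK cells; FP after avidin binding of uncleaved biotin substrate so inhibition keeps polarization high; 0% = DMSO wells and 100% = 60 µM reference IDE inhibitor Ii1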
CHRM4 agonist – human M4 muscarinic receptor agonists, primary screen, CHO-K1 cells, Fluo-8 calcium fluorescence | Muscarinic acetylcholine receptor M4 (Homo sapiens), P08173 | CHO-K1 hM4/Gqi5; vehicle 0%, full acetylcholine response 100% | activation, % at 3 µM | 360,000 compounds, 0.14% hits;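 active means activation above the run mean over all test wells plus 3 SD, cut at about 32% in these data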;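 further: peak over basal fluorescence ratio per well then scaled between controls; 0% = DMSO wells and 100% = acetylcholine at EC100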
CHRM5 agonist – human M5 muscarinic receptor agonists, primary screen, CHO-K1 cells, Fluo-8 calcium fluorescence; CHO-K1 hM5 cells; 0% DMSO wells, 100% maximal acetylcholine response; activation, % at 3 µM; 360,000 compounds, 0.19% hits; AID 624037, 2012;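 active means activation above the run's mean over test compounds plus 3 SD, cut at about 23% in these data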;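 further: signal is peak over basal fluorescence ratio across the kinetic read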
Target sequence (P08912 whole entry, looked up): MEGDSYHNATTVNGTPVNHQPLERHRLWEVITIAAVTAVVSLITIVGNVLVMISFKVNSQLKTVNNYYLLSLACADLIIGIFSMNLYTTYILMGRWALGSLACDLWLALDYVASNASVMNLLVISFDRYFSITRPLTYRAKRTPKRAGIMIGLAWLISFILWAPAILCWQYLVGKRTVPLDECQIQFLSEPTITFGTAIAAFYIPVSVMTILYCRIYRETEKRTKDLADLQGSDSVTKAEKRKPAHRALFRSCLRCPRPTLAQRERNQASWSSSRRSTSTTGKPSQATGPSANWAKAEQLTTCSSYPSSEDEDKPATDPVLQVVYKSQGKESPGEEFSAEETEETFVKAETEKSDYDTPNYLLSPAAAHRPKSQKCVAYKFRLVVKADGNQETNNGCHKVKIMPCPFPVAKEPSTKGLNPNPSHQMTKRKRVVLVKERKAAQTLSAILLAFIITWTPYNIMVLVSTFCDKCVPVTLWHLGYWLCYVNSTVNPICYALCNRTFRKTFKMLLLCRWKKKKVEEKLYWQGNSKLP
CHRM5 antagonist – human M5 muscarinic receptor antagonists, primary screen, CHO cells, Fluo-8 calcium fluorescence; AID 624040, 2012; CHO-hM5 cells, ACh EC80; inhibition, % at 3 µM; 360,000 compounds, 0.59% hits;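 active means inhibition above a per-plate cutoff, the mean of that plate's test compounds plus 3 SD, cut at about 27% in these data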;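 further: 0% = acetylcholine EC80 with DMSO and 100% = DMSO without agonist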
M5 PAM – human M5 muscarinic receptor positive allosteric modulators, primary screen, CHO-K1 cells, Fluo-8 calcium fluorescence | activation, % at 3 µM | CHO-K1 hM5, ACh EC20 PAM; 0% = ACh EC20, 100% = ACh EC100 | Muscarinic acetylcholine receptor M5 (Homo sapiens), P08912 | 360,000 compounds, 0.3% hits;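 active means activation above the run cutoff, the mean activation of all test compounds plus 3 SD, cut at about 18% in these data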
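system = human M5 receptor in CHO-K1 cells | reagent = EC20 acetylcholine as agonist stimulus | compound dosing = single-point, 3 µM nominal | incubation = Fluo-8 loading 80 min at 37 °C plus 30 min room temperature | detection = Fluo-8 calcium dye fluorescence, kinetic read | benchmarks = low control EC20 acetylcholine (0%), high control EC100 acetylcholine (100%)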
CHRM4 PAM – human M4 muscarinic receptor positive allosteric modulators, primary screen, CHO-K1 cells, Fluo-8 calcium fluorescence; Muscarinic acetylcholine receptor M4 (Homo sapiens), P08173; CHO-K1 hM4/Gqi5, ACh EC20; 0% = ACh EC20, 100% = maximal ACh; activation, % at 3 µM; 360,000 compounds, 0.4% hits; AID 624126, 2012;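 active means activation above its plate's cutoff, the mean activation of sample wells plus 3 SD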; further: some results filed as inactive read as strong as hits
The depositor's hits bear a star; x = no result given.

Start of the listing, in advance (2 entries):
IDE cell inh	CHRM4 agonist	CRFR2-BP ag	CRFR2-BP antag	Structure	CHRM4 PAM	CHRM5 agonist	CHRM4 antagonist	CHRM5 antagonist	M5 PAM
2	2	-0.8	-11	CCN(C(=O)COC(=O)c1ccccc1Nc1cccc(C)c1C)C1CCS(=O)(=O)C1 (stereo unspecified)	13	2	-14	-15	6
2	1	3.9	8	Cc1cc(=O)[nH]c2c3ccccc3nn12	1	1	3	8	-2

The whole of this part, from the first entry:
IDE cell inh	CHRM4 agonist	CRFR2-BP ag	CRFR2-BP antag	Structure	CHRM4 PAM	CHRM5 agonist	CHRM4 antagonist	CHRM5 antagonist	M5 PAM
2	2	-0.8	-11	CCN(C(=O)COC(=O)c1ccccc1Nc1cccc(C)c1C)C1CCS(=O)(=O)C1 (stereo unspecified)	13	2	-14	-15	6
2	1	3.9	8	Cc1cc(=O)[nH]c2c3ccccc3nn12	1	1	3	8	-2
2	0	-1.4	-24	O=C(COc1ccccc1Cl)NCc1ccco1	0	-2	2	2	4
0	2	1.8	-3	COc1ccc(C2C(C(=O)N3CCN(C)CC3)c3ccccc3C(=O)N2C2CCCCC2)cc1 (stereo unspecified)	22*	-11	-9	-8	22*
9	-1	2.1	0	COc1ccc(C2c3[nH]c4ccccc4c3C[C@H]3C(=O)N(c4ccccc4C(=O)N4CCC[C@H]4C(=O)O)C(=O)N23)cc1 (stereo partly specified)	-1	0	-3	6	1
-7	1	1.5	-2	Cc1cccc2nc(CNC(=O)CC3C(=O)NCCN3Cc3cccc(F)c3)cn12 (stereo unspecified)	2	-4	-2	-8	-1
0	1	-0.9	2	COC(=O)c1cn(C(=O)c2ccc(F)cc2)c2ccccc12	-1	1	5	4	4
5	0	0.5	0	O=C(Nc1cccc(-c2nn[nH]n2)c1)c1ccc(Cl)s1	-5	-5	0	-6	6
3	1	3.6	6	CCCCc1cc(=O)oc2cc(O)ccc12	-6	-2	10	-4	-10
0	3	-0.4	-3	Cc1ccc(Cl)cc1NC(=O)COC(=O)c1ccc(CN2CCCC2=O)cc1	0	0	-10	-1	9
3	3	3.1	-34	Cc1ccc(OCC(=O)Nc2ccc(S(=O)(=O)N3CCOCC3)cc2)c(Br)c1	1	-3	-8	8	3
-3	0	1.1	3	Cc1ccccc1NC(=O)c1ccc2c(c1)C(=O)N(CC(C)C)C2=O	-1	0	10	8	-3
-6	0	0.6	-11	Cc1ccc2c(c1)N(CC(=O)N1CCCC1)C(=O)c1cccnc1O2	-2	0	13	-1	4
3	0	-1.5	-7	CCOC(=O)n1c(O)c(N=NC(N)=S)c2cc(C)ccc21	9	-4	15	16	-12
-1	0	0.7	15	Cc1cc([N+](=O)[O-])nn1CCCC(=O)NC1CCCCC1	-5	-2	-2	9	-11
15	3	0.7	-6	O=C(COc1ccc(-c2ccccc2)cc1)N/N=C/c1cc(O)ccc1Br	-3	0	6	-10	-3
0	1	-1.0	12	Cc1ccc(N2CC(C(=O)Nc3ccccc3C(=O)N3CCOCC3)CC2=O)cc1 (stereo unspecified)	5	-2	-12	-6	4
x	0	-1.6	5	COc1ccc(-c2ccc(CN3C(CC(C)C)C(=O)N(Cc4cn(CC5CCCCC5)nn4)CCS3(=O)=O)cc2)cc1 (stereo unspecified)	3	1	-20	-9	0
-3	2	0.9	-5	O=C(/C=C/c1cccs1)N1CCC2(CC1)Oc1ccc(Cl)cc1C(=O)C21CC(c2ccccc2)=NO1 (stereo unspecified)	2	2	5	-2	6
4	2	0.7	-2	O=C(NC(=S)NCC1CCCO1)c1ccccc1[N+](=O)[O-] (stereo unspecified)	0	-1	-4	12	-2
0	0	3.6	-55	CC1CCCN(c2nc3c(c(=O)[nH]c(=O)n3C)n2CCSc2nc3ccccc3o2)C1 (stereo unspecified)	-10	0	15	0	-7
1	0	-0.2	-5	Cc1nc2sc(C(c3ccc(F)cc3)N3CCOCC3)c(O)n2n1 (stereo unspecified)	-3	-3	0	-2	-2
1	0	1.5	1	O=C(c1nnc(Cc2ccc(Cl)cc2)o1)N1CCc2ccccc2C1	2	-2	-9	5	-6
x	1	-1.3	19	CCN(C(=O)CSc1ncccn1)c1c(N)n(Cc2ccccc2)c(=O)[nH]c1=O	2	4	-3	-3	9
-5	2	0.9	5	CCN(C(=O)COC(=O)c1cnccn1)c1cccc2ccccc12	6	3	-8	-2	1

Going on with the list.
IDE cell inh	CHRM4 agonist	CRFR2-BP ag	CRFR2-BP antag	Structure	CHRM4 PAM	CHRM5 agonist	CHRM4 antagonist	CHRM5 antagonist	M5 PAM
5	1	0.1	-7	Cc1ccc(S(=O)(=O)N2CCC(=O)N(C(COCc3cccc(C)c3)C(C)C)CC2)cc1 (stereo unspecified)	1	-4	9	2	4
8	0	-3.4	-59	COc1ccccc1C1=NN(C2=NN=C(N)Cc3ncnn32)C(O)(C(F)(F)F)C1 (stereo unspecified)	-6	-6	-3	-2	-8
x	0	-0.8	-1	CC1(C)CC(=O)C(C=NCCN2CCN(C(=O)CC3CCCC3)CC2)=C(O)C1	3	-2	2	-3	3
-3	0	-0.1	4	Cc1ccc(/C=C/C(=O)Nc2nc3ccccc3[nH]2)cc1	12	-1	-1	0	-1
-1	0	0.2	2	CCO[C@H]1OC(C(=O)N2CCN(C)CC2)=C[C@@H](C)[C@@H]1CCCO	1	-1	5	12	2
7	6	-0.7	-10	O=C(CCN1C(=O)/C(=C/c2ccc(Cl)cc2)SC1=S)NCCCn1ccnc1	-5	-4	1	-12	-8
0	4	63*	-18	COC(=O)c1scc2c(=O)cc(C(F)(F)F)[nH]c12	11	6	-3	-4	-9
2	1	0.5	-7	COc1cccc(CN2CC(C(=O)NC3CCCCCC3)CCC2=O)c1 (stereo unspecified)	1	-1	-5	-3	2
-2	0	-1.4	2	CCOC(=O)CSc1nnc2n1C(C)(C)Cc1ccccc1-2	0	2	0	1	-2
-2	6	-2.3	-3	COc1ccccc1CC(=O)Nc1cc(Cl)ccc1O	-3	4	2	2	-5
7	-1	0.2	12	O=C(O)CCC(=O)N(Cc1ccco1)c1nc(-c2ccccc2)cs1	6	-1	2	7	-3
-10	2	0.9	15	COc1ccccc1N1CCN(CC(=O)Nc2ccc(CN3CCCCC3)cc2)CC1	3	-2	5	-1	2
-1	0	-0.5	-4	CCn1c(SCC(=O)NC(=O)NCc2ccco2)nc2sc(C)c(C)c2c1=O	2	-2	3	9	-6
-6	1	-4.7	16	Cc1nn(-c2ccccc2Cl)c(Cl)c1/C=N/Nc1nc2ccccc2s1	3	-1	-1	-7	1
-3	-1	-1.4	14	CCc1nc(Nc2ccc(OC)cc2OC)c2oc3ccccc3c2n1	0	-4	-4	-1	0
9	1	7.1	-19	O=C(CN1C(=O)S/C(=C/c2ccc(N3CCOCC3)cc2)C1=O)N1CCOCC1	2	-1	2	0	-3
4	0	0.6	4	Nc1c(C(=O)c2ccc(Cl)cc2)oc2ccccc12	12	-2	1	1	-2
3	1	1.4	-9	CN(C)CCOC(=O)c1sc2ccccc2c1Cl	14	-5	0	0	-1
6	-1	0.9	16	CCOc1ccc(NC(=O)CCSc2nc3c(c(CC)c2C#N)C(=O)CC(C)(C)C3)cc1	-5	-1	12	-3	2
1	2	-1.1	-1	CSc1ccc(C#N)cc1NC(=O)c1cccnc1Cl	15	-4	0	10	7
0	2	2.7	28	COc1ccc(C2CC(=O)Nc3sc(=N)c4c(N)c(C#N)c(N)nc4c32)cc1OC (stereo unspecified)	11	2	1	-10	15
2	1	-0.2	-11	COC(=O)C1CCN(C(=O)CN2C(=O)NC(CCc3ccccc3)C2=O)CC1 (stereo unspecified)	-1	-4	-5	1	-2
1	2	0.9	-4	COc1ccc(NC(=O)N(C)C[C@H]2Oc3c(NS(=O)(=O)c4cccs4)cccc3C(=O)N([C@@H](C)CO)C[C@@H]2C)cc1	7	2	-8	5	11
1	1	0.7	-4	O=C(COC(=O)Cn1[nH]c(=O)c2ccccc2c1=O)Nc1ccc2c(c1)OCO2	-7	2	11	-4	-1
x	-2	-0.1	13	O=S(c1ccccc1)C(c1ccccc1)c1ccccc1 (stereo unspecified)	7	-6	2	-1	5

7 records drawn at random from the list so far:
IDE cell inh	CHRM4 agonist	CRFR2-BP ag	CRFR2-BP antag	Structure	CHRM4 PAM	CHRM5 agonist	CHRM4 antagonist	CHRM5 antagonist	M5 PAM
1	2	-1.1	-1	CSc1ccc(C#N)cc1NC(=O)c1cccnc1Cl	15	-4	0	10	7
-10	2	0.9	15	COc1ccccc1N1CCN(CC(=O)Nc2ccc(CN3CCCCC3)cc2)CC1	3	-2	5	-1	2
8	0	-3.4	-59	COc1ccccc1C1=NN(C2=NN=C(N)Cc3ncnn32)C(O)(C(F)(F)F)C1 (stereo unspecified)	-6	-6	-3	-2	-8
0	2	2.7	28	COc1ccc(C2CC(=O)Nc3sc(=N)c4c(N)c(C#N)c(N)nc4c32)cc1OC (stereo unspecified)	11	2	1	-10	15
2	1	-0.2	-11	COC(=O)C1CCN(C(=O)CN2C(=O)NC(CCc3ccccc3)C2=O)CC1 (stereo unspecified)	-1	-4	-5	1	-2
x	0	-0.8	-1	CC1(C)CC(=O)C(C=NCCN2CCN(C(=O)CC3CCCC3)CC2)=C(O)C1	3	-2	2	-3	3
-3	-1	-1.4	14	CCc1nc(Nc2ccc(OC)cc2OC)c2oc3ccccc3c2n1	0	-4	-4	-1	0

Following part.
IDE cell inh	CHRM4 agonist	CRFR2-BP ag	CRFR2-BP antag	Structure	CHRM4 PAM	CHRM5 agonist	CHRM4 antagonist	CHRM5 antagonist	M5 PAM
6	2	2.4	-2	CC1CCCCN1C(=O)c1ccc(S(=O)(=O)N2CCCCC2C)cc1 (stereo unspecified)	-10	3	12	-2	3
-2	2	3.2	9	CCOC(=O)/C=c1\s/c(=C\c2ccc(C#N)cc2)c(=O)n1CC(=O)NCc1ccco1	5	-1	7	0	-5
3	10	-3.1	-2	O=C(OCc1nc2ccccc2s1)c1cccc(S(=O)(=O)N2CCOCC2)c1	-9	-1	1	2	-12
1	22	-4.1	24	CC(C)Cc1nc(Cl)c(C#N)c2c1CCC2	-9	0	6	18	-17
5	4	-1.1	-3	COc1cc(Cl)cc(/C=C/c2ccc3ccccc3n2)c1OC(C)=O	-4	-5	-10	8	-12

The order is random. Share with any hit: about 2.9%.
